Screens from PubChem.
Tau ThT inhib = qHTS for Inhibitors of Tau Fibril Formation, Thioflavin T Binding. recombinant tau K18 P301L, heparin-induced fibrillization, ThT fluorescence. Potency, µM (doses to about 57.4 µM), for the others: top-dose activity, negative = inhibition, hits mostly inhibitors. 270,000 compounds, 2.1% hits. Microtubule-associated protein tau (Homo sapiens), P10636. AID 1460, 2008; also: % is scaled to controls: 0 for no effect and ±100 for the full control effect; nearly all actives have a fitted effect of over 55% in size
Target sequence (P10636 561-689 P618L limits assumed): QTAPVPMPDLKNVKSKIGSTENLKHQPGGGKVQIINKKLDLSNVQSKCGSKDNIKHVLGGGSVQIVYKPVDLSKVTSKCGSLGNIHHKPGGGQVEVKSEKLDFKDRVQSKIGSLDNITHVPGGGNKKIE
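Aggregation was driven by heparin (20 uM final) acting on recombinant tau […] bearing P301L in 100 mM sodium acetate pH 7; fibrils were detected with Thioflavin T.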
Tau fluor cs = Counterscreen qHTS for Inhibitors of Tau Fibril Formation, Fluorescence Polarization; tau K18 P301L Alexa594 fluorescence, heparin fibrillization; AID 1463, 2008; Potency, µM (top dose mostly 57.7 µM), for the others: top-dose activity change, negative = decrease; 280,000 compounds, 0.93% hits; also: % is scaled to controls: 0 for no effect and ±100 for the full control effect; nearly all actives have a fitted effect of over 55% in size
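Human tau K18 P301L (15 uM unlabeled, 0.24 uM Alexa 594-labeled) in 100 mM sodium acetate pH 7 with 20 uM heparin, 6 hr at 37 C. ThT 30 uM added, 1 hr ambient; Alexa 594 FP and total fluorescence read at 555/632 nm.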
Tau fibril FP = qHTS for Inhibitors of Tau Fibril Formation, Fluorescence Polarization; 280,000 compounds, 0.39% hits; AID 1468, 2008; Potency, µM (series often up to 57.7 µM), for inactives: at the highest dose activity, negative = inhibition, hits mostly inhibitors; Microtubule-associated protein tau (Homo sapiens), P10636; K18 P301L tau heparin fibrillization, Alexa594 FP, 6 h; also: % is scaled to controls: 0 for no effect and ±100 for the full control effect; nearly all actives have a fitted effect of over 55% in size
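Recombinant K18 P301L […], labeled with Alexa 594 at 0.24 uM over 15 uM unlabeled; heparin inducer 20 uM final; 37 C, 6 hr; FP endpoint.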
TR SRC2 fluor cs = Total Fluorescence Counterscreen for Inhibitors of the Interaction of Thyroid Hormone Receptor and Steroid Receptor Coregulator 2. TRb/SRC2 Texas Red total fluorescence interference. Potency, µM (top dose mostly 106 µM), inactives show at the highest dose fluorescence change, negative = quenching. 280,000 compounds, 0.29% hits. AID 1479, 2009; active = well fitted curve in either direction with a large enough effect; inconclusive = small, poorly fitted or top-dose-only effect; also: % is scaled to controls: 0 for no effect and ±100 for the full control effect
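Human TRb ligand-binding domain at 0.6 uM with 20 nM Texas Red SRC2 peptide in Tris buffer containing 1 uM T3 and 5% DMSO, incubated with compound 5 h at ambient temperature. Total fluorescence (555/632 nm) calculated as parallel + 2 × perpendicular.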
TRb SRC2 PPI = qHTS for Inhibitors of the Interaction of Thyroid Hormone Receptor and Steroid Receptor Coregulator 2; Potency, µM (titrated, usually from 106 µM), inactives show top-dose activity change, negative = inhibition, usual class: inhibitors; AID 1469, 2008; TRbeta-SRC2 peptide binding, fluorescence polarization; receptor liganded with 1 µM T3; 280,000 compounds, 0.065% hits;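 also: plate controls were bound peptide for no effect and peptide without receptor for full effect; nearly all actives have a fitted effect of over 50% in size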
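Fluorescence polarization of 20 nM Texas Red SRC2 peptide (20-aa NR interaction domain) bound to 0.6 uM human TRb ligand-binding domain, with 1 uM T3, after 5 hr at ambient temperature; inhibition seen as decreased polarization.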
RECQ1 inh = qHTS Assay for Inhibitors of RecQ-Like Dna Helicase 1 (RECQ1); ATP-dependent DNA helicase Q1 (Homo sapiens), P46063; RECQ1 DNA unwinding, red fluorescence kinetic read; Potency, µM (titrated, usually from 57.3 µM), without a hit: at the top dose activity, negative = inhibition, usual class: inhibitors; 240,000 compounds, 0.54% hits;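 also: plate controls were vehicle for no effect and no enzyme for full effect; nearly all actives have a fitted effect of over 30% in size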
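RECQ1T1 50 nM; forked duplex (20 bp + 30-nt ss tails) 200 nM, ATP 2 mM final; pH 8.0, 2 mM MgCl2, 2.5 ug/ml poly(dI-dC); 15 min compound preincubation; discontinuous kinetic read over 2 h at RT.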
HTT cytoprotect = qHTS Multiplex Assay to Identify Dual Action Probes in a Cell Model of Huntington: Cytoprotection (ATP); PC12 HTT-Q103 induced, cytoprotection, ATP luminescence, 40 h; Potency, µM (top dose mostly 56.4 µM), for the others: cytoprotection (ATP increase), actives largely listed as activators; 230,000 compounds, 0.14% hits;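 also: % of control where 0% means no effect; nearly all actives have a fitted effect of over 45% in size; toxic huntingtin expression switched on by the ecdysone agonist tebufenozide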
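Readout: ATPlite luminescence (ATP level). Model: stable PC12, inducible Htt exon1 Q103-GFP. Inducer: tebufenozide, 100 nM final. Compounds: dose series. No G418 in medium.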
L3MBTL1 inh = qHTS Assay for the Inhibitors of L3MBTL1; Lethal(3)malignant brain tumor-like protein 1 (Homo sapiens), Q9Y468; AlphaScreen L3MBTL1–H3K9me1 peptide binding; Potency, µM (doses to about 57.1 µM), for the others: at the top dose activity, negative = inhibition, hits mostly inhibitors; 230,000 compounds, 0.66% hits; also: % is scaled to controls: 0 for no effect and ±100 for the full control effect; nearly all actives have a fitted effect of over 60% in size
Target sequence (Q9Y468 whole entry, looked up): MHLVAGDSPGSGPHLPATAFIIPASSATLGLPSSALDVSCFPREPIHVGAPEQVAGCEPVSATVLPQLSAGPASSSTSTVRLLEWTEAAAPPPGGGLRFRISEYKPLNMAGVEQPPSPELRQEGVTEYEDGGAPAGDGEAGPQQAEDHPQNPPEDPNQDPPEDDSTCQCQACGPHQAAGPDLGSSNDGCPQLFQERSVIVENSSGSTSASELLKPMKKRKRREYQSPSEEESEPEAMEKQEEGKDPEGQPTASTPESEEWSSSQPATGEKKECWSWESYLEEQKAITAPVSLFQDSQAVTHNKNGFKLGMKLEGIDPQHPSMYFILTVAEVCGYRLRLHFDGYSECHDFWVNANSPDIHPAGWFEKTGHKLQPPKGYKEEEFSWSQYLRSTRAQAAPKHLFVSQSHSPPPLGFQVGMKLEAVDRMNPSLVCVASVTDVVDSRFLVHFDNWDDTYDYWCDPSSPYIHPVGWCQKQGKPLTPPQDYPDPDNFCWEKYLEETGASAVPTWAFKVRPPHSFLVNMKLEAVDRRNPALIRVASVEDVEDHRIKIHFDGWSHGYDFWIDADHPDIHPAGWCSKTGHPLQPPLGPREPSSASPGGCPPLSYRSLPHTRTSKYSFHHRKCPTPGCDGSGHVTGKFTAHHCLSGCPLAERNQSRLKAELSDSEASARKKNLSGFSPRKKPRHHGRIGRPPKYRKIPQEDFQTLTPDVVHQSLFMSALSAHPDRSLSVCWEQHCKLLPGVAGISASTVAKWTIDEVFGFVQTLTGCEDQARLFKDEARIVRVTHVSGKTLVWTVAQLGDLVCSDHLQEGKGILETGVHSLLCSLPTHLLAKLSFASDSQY
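AlphaScreen proximity signal between nickel-chelate acceptor and streptavidin donor beads (final 10 ug/mL) reports binding of 50 nM L3MBTL1 to 75 nM biotin-H3 K9me1 peptide; complex incubated with compounds 30 min at room temperature; cefsulodin titration as control.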
* = called active by the depositor; i = inactive; ? = inconclusive; nt = not tested or not shown; & = joins results of further samples; [ ] = remark or other dose. Unless noted, calls follow the shape of the dose curve; as a rule, active = well fitted curve in the direction sought with a large enough effect; inconclusive = small, poorly fitted or top-dose-only effect, or another doubt; inactive = no such curve, though single readings can be large; an effect the other way counts as inactive or inconclusive. Potency is read from the fitted curve at half-maximal effect. A portion of the library. The share of hits here may be higher or lower than overall.

entry	smiles	Tau ThT inhib	Tau fluor cs	Tau fibril FP	TR SRC2 fluor cs	TRb SRC2 PPI	RECQ1 inh	HTT cytoprotect	L3MBTL1 inh
1	O=[N+]([O-])c1ccc(Cl)c(/C=N/n2c(-c3ccncc3)n[nH]c2=S)c1	nt	?	-6%	-1%	3%	-6%	20%[10 µM]	nt
2	O=C(c1ccc(S(=O)(=O)N2CCCCC2)cc1)N1CCCc2ccccc21	-5%	-6%	-4%	-4%	0%	1%	-2%	nt
3	O=C(O)CCC(=O)Nc1nc2nccc(-c3ccccc3)n2n1	-8%	0%	-3%	-2%	-4%	-25%	18%[10 µM]	-18%
4	CSCC[C@@H]1NC(=O)C/C=C\[C@@H](C)COC(=O)[C@@H](C)COC1=O	-5%[11.5 µM]	-3%[11.6 µM]	3%[11.6 µM]	0%[11.2 µM]	-6%[11.2 µM]	i[11.5 µM]	-6%[10 µM]	nt
5	N=C1SCC(=O)N1c1ncc(Cc2ccccc2Cl)s1	?	-18%	-3%	3%	1%	6%	-34%[10 µM]	15%
6	O=C(N/N=C/c1ccc(Br)cc1)c1cc[n+](Cc2ccccc2)cc1	10%	10%	10%	2%	-16%	-11%	-18%[10 µM]	-2%
7	Cc1ccc(S(=O)(=O)Nc2ccccc2C(N)=O)cc1	7%	1%	-5%	0%	-12%	i	-11%	nt
8	O=C(O)c1cc(-c2ccccc2)nc2nc(N3CCCCC3)sc12	-5%	1%	9%	-3%	-4%	19%	8%[10 µM]	8%
9	CCC1(C)Cc2c(sc3nc(SC)[nH]c(=O)c23)CO1 (stereo unspecified)	-16%	-14%	-4%	-1%	7%	i	-13%[10 µM]	-4%
10	Cc1nn(-c2ccccc2)c2c1N(CCCC(=O)NC(C)c1ccccc1)C(=O)CS2 (stereo unspecified)	4%	3%	-4%	-6%	-3%	nt	nt	nt

Brought forward from above: 2 entries, followed by the next part.
entry	smiles	Tau ThT inhib	Tau fluor cs	Tau fibril FP	TR SRC2 fluor cs	TRb SRC2 PPI	RECQ1 inh	HTT cytoprotect	L3MBTL1 inh
9	CCC1(C)Cc2c(sc3nc(SC)[nH]c(=O)c23)CO1 (stereo unspecified)	-16%	-14%	-4%	-1%	7%	i	-13%[10 µM]	-4%
10	Cc1nn(-c2ccccc2)c2c1N(CCCC(=O)NC(C)c1ccccc1)C(=O)CS2 (stereo unspecified)	4%	3%	-4%	-6%	-3%	nt	nt	nt
11	CSC1=NCCN1C(=O)c1ccc(Br)o1	4%	2%	8%	2%	-26%	6%	-2%	nt
12	C[C@H]1Cc2c(-c3ccccc3)nc3c(c2CO1)CN(C(=O)C1CC1)CC3	-5%[11.5 µM]	-12%[11.6 µM]	0%[11.6 µM]	-3%[11.2 µM]	0%[11.2 µM]	-27%[11.5 µM]	-5%[10 µM]	nt
13	Cc1ccccc1NC(=O)CCc1c(C)nn(-c2ccc(N3CCCCC3)nn2)c1C	-6%	-8%	?	0%	7%	nt	nt	nt
14	Nc1c(C(=O)Nc2ccc(C(=O)O)cc2)sc2nc3c(cc12)CCCC3	?	-23%	-3%	-3%	2%	nt	nt	nt
15	CC(=O)n1cc([C@H]2C=C(C(=O)NCc3ccccc3)O[C@@H](OCCCCO)C2)c2ccccc21	?	-15%	-2%	2%	8%	6%	-18%[10 µM]	-4%
16	CCN(CC)CC(=O)Nc1c(C)cccc1C	-14%&-4%&-9%&0%&4%&2%	-12%&-6%&-5%&-1%&0%&-6%	?	-1%	-3%	19%	-4%	1%&9%&10%
17	Cc1cc(NC(=O)CSc2nnc(C)n2-c2ccccc2)no1	-5%	-4%	-2%	-2%	-5%	i	-47%	-5%
18	Cc1ccc(C(=O)/C=C/c2ccc(-c3ccc(C)cc3)o2)cc1	?	0%	6%	-1%	-4%	0%	-5%[10 µM]	0%
19	CC(=O)c1cccc(NC(=O)Nc2nnc(N3CCCC3)s2)c1	0%	3%	9%	-2%	-2%	nt	nt	nt
20	CCCCCCCC1=Cc2ccc(F)cc2C(C(C(C)=O)C(=O)OC)N1C(=O)OC (stereo unspecified)	-1%	-10%	?	0%	4%	2%	0%	nt
21	COc1ccc(C2C(C(=O)N3CCN(c4ccc(OC)cc4)CC3)c3ccccc3C(=O)N2C)cc1 (stereo unspecified)	-11%	-5%	0%	1%	-13%	i	-9%	-12%
22	COc1cc(/C=N/Nc2ccc3ccccc3c2)ccc1OC(=O)c1ccco1	13µM*	13µM*[quencher]	-8%	-1%	-1%	-2%	-8%[10 µM]	-1%
23	Cc1sc(N/N=C/C=C/c2ccccc2)nc1-c1ccccc1	?	?	10%	-1%	0%	0%	-8%	-2%
24	Cn1c(C(=O)N2CCCC(C(=O)NCCN3CCOCC3)C2)cc2sccc21 (stereo unspecified)	-7%	-8%	-9%	3%	-4%	i	-3%[10 µM]	nt
25	CC(C)Oc1ccc(C(=O)N2CCN(c3nc4c(F)cc(F)cc4s3)CC2)cc1	1%	0%	?	-1%	-6%	nt	nt	nt
26	COC(=O)C1=C(C)N(c2cc(C)cc(C)c2)/C(=C/c2ccco2)C1=O	?	-8%	1%	-1%	1%	-15%	-20%	13µM*
27	Cn1c(N)c(C(=O)COC(=O)c2ccc(Cl)nc2)c(=O)n(C)c1=O	-8%	0%	5%	-3%	0%	-1%	3.2µM*	nt
28	Cn1c(SCC(=O)c2ccccc2)nnc1C1CC1	-16%	-4%	-7%	-3%	0%	-3%	-3%	-3%
29	COc1ccc(NC(=O)CSc2nnc(-c3ccccc3C)n2C)cc1	-11%	-7%	-2%	2%	-1%	-8%	-4%[10 µM]	4%
30	COc1cc(NCc2ccc3nc(N)nc(N)c3c2C)cc(OC)c1OC	20µM*	?	?	-18%	-3%	i	-67%&-93%[inhibitor]	nt
31	O=C(c1ccc(F)cc1)N1CCN(c2ncccn2)CC1	2%	5%	3%	3%	-1%	i	-9%	30%[activator][11.4 µM]
32	CCN(CC(=O)NCc1cccs1)S(=O)(=O)c1cccc(C(C)=O)c1	-6%	-2%	-9%	0%	2%	?	8%	?
33	CCCC1(C(=O)OC)NC(c2cccc(F)c2)C2C(=O)N(CC)C(=O)C21 (stereo unspecified)	-8%	-2%	-4%	-3%	-2%	11%	-3%[10 µM]	nt
34	CC(C(=O)NCc1ccccc1)N(CCN1CCOCC1)C(=O)c1snc(C(N)=O)c1N (stereo unspecified)	2%	-4%	-7%	-1%	3%	-7%	-20%[10 µM]	3%
35	COc1ccc2cc(C#N)c(Cl)nc2c1	-4%	-5%	-3%[2.34 µM]	-2%	-5%	-18%	-13%[10 µM]	-4%
36	Cc1cc(C(=O)CSc2nnc(-c3ccco3)o2)c(C)n1Cc1ccco1	-16%	-17%	-10%	-6%	-4%	-12%	-13%[10 µM]	nt
37	O=C(CO/N=C/c1cccc([N+](=O)[O-])c1)NC1CCCCCC1	-9%	-19%	-6%	1%	-5%	-2%	nt	-5%
38	Cc1nc2nc(SCc3ccc([N+](=O)[O-])cc3)[nH]c2cc1Br	?	-23%	-12%	-1%	8%	-3%	3%[10 µM]	3%
39	NC(=O)C1(C(N)=O)OC1c1ccccc1 (stereo unspecified)	-1%	-3%	3%	-8%	-3%	3%	5%[10 µM]	-3%
40	O=C(N/N=C/c1ccc(O)cc1)/C(=C/c1ccccc1)CCO	?	-3%	13%	0%	4%	1%	0%[10 µM]	0%

Taken from above.
C[C@H]1Cc2c(-c3ccccc3)nc3c(c2CO1)CN(C(=O)C1CC1)CC3 in Tau ThT inhib: -5%[11.5 µM]
O=C(c1ccc(F)cc1)N1CCN(c2ncccn2)CC1 in L3MBTL1 inh: 30%[activator][11.4 µM]
CCCCCCCC1=Cc2ccc(F)cc2C(C(C(C)=O)C(=O)OC)N1C(=O)OC (stereo unspecified) in RECQ1 inh: 2%
CSC1=NCCN1C(=O)c1ccc(Br)o1 in Tau fluor cs: 2%

(cont.)
entry	smiles	Tau ThT inhib	Tau fluor cs	Tau fibril FP	TR SRC2 fluor cs	TRb SRC2 PPI	RECQ1 inh	HTT cytoprotect	L3MBTL1 inh
41	CC(C)C(NS(=O)(=O)c1cccs1)C(=O)N(C)Cc1ccccc1 (stereo unspecified)	-8%	-6%	5%	2%	-2%	i	14%	nt
42	Cc1cc(C)nc(Nc2ccccc2Br)n1	?	-8%	-5%	0%	2%	i	-1%	18%
43	CC(=O)Nc1ccc(S(=O)(=O)Nc2ccc(F)c([N+](=O)[O-])c2)cc1	-13%	-13%	-2%	0%[53 µM]	2%[53 µM]	14%	26%[10 µM]	9%
44	COc1ccc(CCN=C(NS(=O)(=O)c2ccc(Cl)cc2)c2ccccc2)cc1	-15%	-26%	?	-1%	-7%	-11%	13%[10 µM]	0%
45	CC(=O)NS(=O)(=O)c1ccc(NC(=O)c2ccc(-n3nc(C)cc3C)cc2)cc1	-2%	-4%	2%	-1%	-6%	-5%	-25%	-3%
46	Cc1cc(C)nc(N2CCCC(C(=O)Nc3nc4ccc(S(C)(=O)=O)cc4s3)C2)n1 (stereo unspecified)	-8%	-14%	6%	-3%	-2%	?	14%[1.9 µM]	-7%
47	COc1ccccc1OCc1nc(-c2cccc(C)c2)no1	-19%	-23%	-8%	-10%	3%	nt	nt	nt
48	Cc1nc(NC(=O)/C=C/c2ccccc2)sc1C(=O)Nc1cccc(Cl)c1	?	-29%	?	3%	1%	-13%	nt	5%
